BRCT inh green – BRCA1 BRCT-phosphoprotein interaction inhibition; BRCA1 BRCT-phosphopeptide binding, green fluorescence polarization; hit rate 0.05% among 75,000; Potency, µM (doses to about 76.9 µM), for inactives: top-dose activity change, negative = inhibition, most hits filed as inhibitors;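 further: potency means the concentration at half of the fitted maximal effect; plate controls were peptide without protein for full effect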
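Compounds were incubated for 12 min at room temperature with a complex of 100 nM fluorescein-tagged pBACH1 decapeptide and 250 nM His-tagged BRCT protein. Buffer was phosphate pH 7.3 with EDTA, DTT and Tween 20. Disruption of binding lowers the polarization signal.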
Pol III holo inh – blocks replication by bacterial DNA polymerase III holoenzyme | reconstituted DNA polymerase III holoenzyme replication, biochemical | Potency, µM (highest dose often 57.1 µM), for the others: at the highest dose activity change, negative = inhibition | hit rate 0.25% among 71,000; further: potency means the concentration at half of the fitted maximal effect; on the % scale 0 is the no-effect control and ±100 the full control effect
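Reconstituted *E. coli* holoenzyme (0.35 nM Pol III, 1 nM beta, 154 nM SSB, 2 nM primase) was preincubated with compound for 15 min at RT. Synthesis on 1.4 nM ssM13Gori ran 35 min, then was stopped with PicoGreen/EDTA and read as dsDNA fluorescence.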
A350 autofl – compounds fluorescent in Alexa 350 spectral region; Compound autofluorescence, 340/450 nm, Alexa 350 dye-equivalents; hits give high values; max dye-equivalent concentration, M; hit rate 11% among 59,000; AID 590; in the data active means max dye-equivalent concentration above about 10 nM; inconclusive means mostly about 1.1 nM to 9.6 nM
15-hLO inh – blocks human 15-lipoxygenase activity. purified 15hLO-1, xylenol orange hydroperoxide absorbance. P16050. Potency, µM (titrated, usually from 57.1 µM), for inactives: at the top dose activity change, negative = inhibition, most hits filed as inhibitors. hit rate 1.4% among 74,000; further: potency means the concentration at half of the fitted maximal effect; on the % scale 0 is the no-effect control and ±100 the full control effect; nearly all actives have a fitted effect of over 55% in size
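Inhibition is scored from a chromogenic endpoint. After 15 min enzyme-compound contact, arachidonic acid (50 uM final) reacts 6 min with 40 nM 15hLO-1 at room temperature, then Fe-XO reagent is added for 30 min and absorbance ratio recorded.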
4-MU autofl – compound fluoresces in the 4-MU spectral region | hit rate 11% among 59,000 | compound autofluorescence, 340/450 nm, 4-MU equivalents; hits give high values | max dye-equivalent concentration, M; in the data active means max dye-equivalent concentration above about 10 nM; inconclusive means mostly about 1.1 nM to 9.6 nM
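Compounds in 100 mM Tris, pH 8.0, incubated 15 min at room temperature, then fluorescence read at 340 nm excitation/450 nm emission. Signal converted to 4-MU dye-equivalent concentration using an on-plate six-point 4-MU standard curve.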
UbGFP stabilizer – proteasome inhibitors stabilizing ubiquitin-GFP reporter; Ubiquitin-GFP reporter cells, proteasome inhibition, GFP fluorescence; response scale: untreated = 0%, 10 µM MG-132 = 100%; Potency, µM (series often up to 45.9 µM), without a hit: top-dose activation (GFP accumulation), usual class: activators; 67,000 tested, under 10 active; active means well fitted activation curve with a large enough effect, not every such curve was filed as active; inconclusive means small, poorly fitted or top-dose-only effect, or another doubt; inactive means no such curve, though single readings can be large or run the other way; further: potency means the concentration at half of the fitted maximal effect
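Proteasome blockade was scored as a rise in GFP-expressing U2OS cells carrying a ubiquitin(G76V)-GFP construct, imaged after 4 hr compound treatment at 37 °C across a 46 uM–2.9 nM series.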
Hsp90 Hop PPI – changes Hsp90-Hop TPR2A binding signal, up or down. hit rate 0.44% among 71,000. AlphaScreen TPR2A-His6 binding biotin-Hsp90 C-terminal peptide. AID 595. Potency, µM (series often up to 57 µM), for inactives: at the highest dose activity change, negative = inhibition; active means well fitted curve in either direction with a large enough effect; inconclusive means small, poorly fitted or top-dose-only effect, or another doubt; further: potency means the concentration at half of the fitted maximal effect; on the % scale 0 is the no-effect control and ±100 the full control effect; many of its hits are not listed in these tables
CRE-bla Fsk – alters forskolin-stimulated CRE reporter signaling in CHO cells | Potency, µM (doses to about 38.2 µM), without a hit: top-dose activity change, negative = inhibition, hits mostly activators | CHO CRE-bla reporter (cAMP response element driving beta-lactamase), forskolin EC10, beta-lactamase ratio | hit rate 2.5% among 71,000 | AID 662; active means well fitted activation curve with a large enough effect in the signal ratio, with a control signal flat, not every such curve was filed as active; inconclusive means small, poorly fitted or top-dose-only effect, or effect the other way, or a change in a side signal; the % refers to the signal ratio; further: potency means the concentration at half of the fitted maximal effect; % of control where 0% means no effect
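The 460nm/530nm emission ratio after CCF4 loading defined %Activity, from which AC50 values were obtained. CRE-bla CHO cells received compound dilution series together with an EC10 level of NKH 477 for 3 hours at 37 degrees Celsius.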
BRCT PPI red – disrupts BRCA1 BRCT binding to phosphoprotein, red fluorophore readout. hit rate 0.03% among 75,000. P38398. Potency, µM (series often up to 76.9 µM), for inactives: at the highest dose activity change, negative = inhibition, hits mostly inhibitors. AID 892. BRCT-phosphopeptide binding, red fluorescence polarization; further: on the % scale 0 is the no-effect control and ±100 the full control effect
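Rhodamine-labelled pBACH1 10-mer (100 nM) bound to BRCT domain (100 nM) at pH 7.3; compounds incubated 12 min room temperature, polarization read. Free peptide defines full inhibition; unlabelled decapeptide titrated as control.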
Epigenetic mod – epigenetic modulators derepressing GFP locus in mouse cells; AID 597; hit rate 0.09% among 68,000; Potency, µM (top dose mostly 46.1 µM), inactives show at the highest dose GFP derepression (activation); mouse C127i GFP locus derepression, cytometry, 30 h; further: % of control where 0% means no effect
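Derepression screen: silenced CMV-GFP reporter in murine C127i cells, 30 h compound incubation at 37 C, washed cells imaged by laser-scanning cytometer to enumerate GFP-expressing objects of 20 to 120 um.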
HBB splicing – alters splicing of the hemoglobin beta chain; HBB splicing reporter cell assay, activation; EGFP reporter with mutant IVS2-654 intron; response scale: normalised to 500 nM splice-correcting PNA; Potency, µM (highest dose often 46.1 µM), without a hit: at the top dose activation, usual class: activators; AID 925; hit rate 0.06% among 65,000; further: potency means the concentration at half of the fitted maximal effect; 0% is about no effect
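Compounds were applied for 2 days to HeLa EGFP-654 cells, 500/well in Optimem with 2% FCS. The reporter's EGFP is disrupted by mis-splicing of beta-globin intron IVS2-654. Readout: summed well GFP fluorescence from 488 nm laser scanning; reference was 500 nM antisense […] 654 PNA.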
Active calls of the source: *; i = inactive; ? = inconclusive; . = no result given; [ ] = remark or other dose. Unless noted, the call rests on the fitted dose curve; in most records, active means well fitted curve in the direction sought with a large enough effect; inconclusive means small, poorly fitted or top-dose-only effect, or another doubt; inactive means no such curve, though single readings can be large; an effect the other way counts as inactive or inconclusive.

SMILES	BRCT inh green	Pol III holo inh	A350 autofl	15-hLO inh	4-MU autofl	UbGFP stabilizer	Hsp90 Hop PPI	CRE-bla Fsk	BRCT PPI red	Epigenetic mod	HBB splicing
Cc1ccc(-c2nc3ncccc3o2)cc1NC(=O)c1cc2ccccc2o1	-4.6%	-7%[11.4 µM]	.	7%[11.4 µM]	.	11%[9.17 µM]	-7%[11 µM]	?	-1.1%	2%	2.6%[0.0738 µM]
CCOC(=O)c1cnc(-n2nc(C)cc2C)nc1NCc1ccccc1	-0.1%	4%	?	25%	i	-5%	-25%	-6%	-1.1%	?	-3.6%[57.5 µM]
CCNc1ncc2nc(-c3ccccc3)c(=O)n(CCC#N)c2n1	1.6%	-7%	9.5e-07M*	-4%	8.3e-07M*	8%	12%	?	0.4%	0%[9.22 µM]	2.8%
CCC(=O)OCCn1c(=O)c2cc3c(=O)n(CCOC(=O)CC)c(=O)c3cc2c1=O	-4.3%	-6%	.	6%	.	1%	-4%	-1%	1.4%	-2%	1.4%
COc1cc(SC)ccc1C(=O)Nc1ccc2c(c1)CCN2S(C)(=O)=O	-2.0%	-1%	.	3%	.	28%	-4%	?	-0.3%	-2%	0.2%[9.22 µM]
COc1ccc2[nH]cc(CCNc3ncncc3-c3ccc(C(=O)N(C)C)cc3)c2c1	-2.1%	-2%	i	-26%	i	3%	-3%	10%	-0.6%	2%[9.22 µM]	0.8%
O=C(c1ccc(F)cc1)c1ccc(N2CCCC2)cc1	-1.8%	-1%	.	-28%	.	10%	?	?	1.1%	-2%	0.4%[9.22 µM]
Cc1cccc(OCc2nnc(SCC(=O)Nc3ccc(C)c(C)c3)o2)c1	0.5%	4%[11.4 µM]	.	-6%[11.4 µM]	.	-5%[9.17 µM]	-2%[11 µM]	?	-1.0%	0%	-0.2%[0.0738 µM]
COc1ccccc1Nc1ccc(C(=O)NC2CCCCC2)cn1	1.1%	1%	i	5%	i	1%	0%	-12%	-0.2%	-2%	-0.2%[57.5 µM]
CCOC(=O)c1c(CN(C)C)n(C)c2ccc(OC(C)=O)cc12	-2.0%	1%	i	5%	i	5%	-1%	5%	0.3%	0%	-0.6%[57.5 µM]
C=C(C)COc1ccc2oc(C)c(C(=O)OCCOC)c2c1	-0.3%	-3%	.	-2%	.	1%	?	22%	0.2%	-2%	-2.7%
O=C(O)c1cccc(N2CCCC2)c1	-0.1%	-6%	1e-07M*	-12%	1.3e-07M*	4%	-1%	-3%	-0.9%	0%	.
CCCCCSc1nc2c(c(=O)[nH]c(=O)n2C)n1CCc1ccccc1	-2.4%	-10%	.	0%	.	-7%	1%	2.5µM*	-1.4%	.	-0.1%
CC1(C)CC(=O)C(C(C2=C(O)CC(C)(C)CC2=O)c2cccnc2)C(=O)C1 (configuration not stated)	0.1%	4%	i	0%	i	-1%	1%	-4%	0.7%	0%	.
CCOC(=O)C1CCCN(c2c(NCC3CCCN3CC)c(=O)c2=O)C1 (configuration not stated)	-2.6%	-2%	.	3%	.	3%	-3%[2.3 µM]	-2%	1.1%	.	0.9%
CC1(C)Cc2c(C#N)c(NCCCO)nc(-c3ccccc3)c2CO1	-0.9%	4%	.	-5%	.	-7%	7%	10µM*	-0.3%	0%	0.3%
CCCCC(=O)Nc1ccc(C(=O)Nc2ccc(S(=O)(=O)N3CCCC3)cc2)cc1	0.9%	-4%	i	-6%	i	-4%	-3%	-3%	0.4%	5%	7.6%
O=C(c1cccc(Cl)c1)N1CCN(c2ccccn2)CC1	-1.6%	-3%	i	2%	i	-11%	-3%	?	0.3%	-3%	0.2%
CCn1c(CC(=O)Nc2ccc(C)cc2)nnc1SCC(=O)NCc1ccccc1	-0.3%	-1%	?	4%	i	-1%	2%	-11%	-0.8%	3%	4.6%
CC1Cc2ccccc2N1C(=O)CSC1=NCCS1 (configuration not stated)	-2.2%	-3%	?	-5%	i	1%	-1%	-23%	1.3%	2%	2.2%[57.5 µM]

With a hit mark in CRE-bla Fsk, of those listed so far:
| structure | BRCT inh green | Pol III holo inh | A350 autofl | 15-hLO inh | 4-MU autofl | UbGFP stabilizer | Hsp90 Hop PPI | CRE-bla Fsk | BRCT PPI red | Epigenetic mod |
| --- | --- | --- | --- | --- | --- | --- | --- | --- | --- | --- |
| CCCCCSc1nc2c(c(=O)[nH]c(=O)n2C)n1CCc1ccccc1 | -2.4% | -10% | . | 0% | . | -7% | 1% | 2.5µM* | -1.4% | . |
| CC1(C)Cc2c(C#N)c(NCCCO)nc(-c3ccccc3)c2CO1 | -0.9% | 4% | . | -5% | . | -7% | 7% | 10µM* | -0.3% | 0% |

Remaining list, next part:
SMILES	BRCT inh green	Pol III holo inh	A350 autofl	15-hLO inh	4-MU autofl	UbGFP stabilizer	Hsp90 Hop PPI	CRE-bla Fsk	BRCT PPI red	Epigenetic mod	HBB splicing
COc1ccc(C(=O)N2CCC3(CCN(C(=O)Nc4cccc(F)c4)CC3)CC2)cc1	-5.1%	-10%	i	8%	i	-4%	-1%	-14%	-0.4%	2%[9.22 µM]	2.4%
CCOC(=O)c1c(C)[nH]c(C(=O)COC(=O)C2CC2C)c1C (configuration not stated)	-1.0%	-1%	i	6%	i	3%	-1%	?	1.7%	-1%	-2.2%
NC(N)=NCCCCN=C(N)N	-2.6%	-1%	i	?	i	0%	?	-1%	-1.4%	0%	0.6%[20.6 µM]
CC1CCCCC1NC(=O)C1CCN(S(=O)(=O)N2CCCCCC2)CC1 (configuration not stated)	-1.8%	-3%	i	2%	i	-3%	-1%	-2%	-0.2%	6%	-3.6%[57.5 µM]
Cc1nnc(SCC(=O)Nc2nc3c(s2)CC(C)CC3)s1 (configuration not stated)	-2.0%	1%	i	1%	i	2%	-4%	11%	-1.3%	0%	-1.4%
COCCNC(=O)CN(c1ccccc1OC)S(C)(=O)=O	-1.8%	5%[11.4 µM]	.	11%[11.4 µM]	.	-1%[9.17 µM]	-9%[11 µM]	?	0.4%	-2%	-3.4%[0.0738 µM]
CCCCCCNC(=O)C(C#N)c1nc2ccccc2nc1N1CCOCC1 (configuration not stated)	6.0%	-1%	?	-1%	?	-5%	-5%	?	-0.7%	0%	1.3%
C[C@@H](NCc1cc(Br)cc2[nH]c(=O)c(=O)[nH]c12)P(=O)(O)O	-0.8%	-2%	.	-8%[25.6 µM]	.	3%	0%	-9%	-1.4%	2%	.
COC(=O)c1cccc(NC(=O)CSc2nc3cccnc3n2C)c1	-0.8%	2%	i	6%	i	-3%	-3%	19%	0.9%	-1%	-0.4%
O=C(Nc1ccc(Cn2nnc3ccccc32)cc1)c1ccco1	-0.1%	-11%	i	2%	i	0%	-2%	18%	-1.3%	8%	.
COCCn1c(=O)c(-c2cccs2)nc2cnc(OC)nc21	-1.1%	-12%	8e-07M*	-9%	7e-07M*	4%	-1%	2.5µM*	-0.3%	-3%[9.22 µM]	0.3%
CCOC(=O)NC(CC(=O)O)c1ccc(OCC)cc1 (configuration not stated)	0.5%	-3%	?	6%	i	-7%	-4%	?	0.6%	2%	-0.3%
CCC(=O)n1nc(-c2cccnc2)nc1NCc1ccc(OC)cc1	1.3%	7%	i	9%	i	-6%	-3%	?	0.2%	-3%	1.6%
O=C(c1csnn1)N1CCC2(CCCN(C(c3ccccc3)c3ccccc3)C2)CC1	-1.4%	2%	i	-10%	i	-6%	-11%	22%	-0.6%	-4%[9.22 µM]	2.1%
O=C(NO)c1ccccc1	0.7%	-2%	.	?	.	.	-4%	-19%	-1.9%	.	-0.3%
CCOc1ccccc1OCc1nn2c(COc3ccccc3)nnc2s1	-1.9%	-5%	i	3.2µM*	i	-10%	3%	?	-1.7%	9%	-0.1%
COc1ccccc1N1CCN(C(=O)CCn2c(=O)[nH]c3ccsc3c2=O)CC1	0.6%	-5%	i	7%	i	-10%	-5%	?	-1.4%	3%	-1.2%
CCOc1ccc(/C(O)=C2/C(=O)C(=O)N(CCOCCO)C2c2ccccn2)cc1 (configuration not stated)	-2.7%	-14%	i	4%	i	2%	-5%	12%	-0.6%	-2%	-1.7%
O=C1CCCc2c1[nH]c1ccc(Br)cc21	-0.8%	-2%	?	-13%	i	-2%	-1%	20%	0.3%	6%	-0.2%
CCN(CC)CP(=O)(c1ccccc1)c1ccccc1	-1.3%	1%	.	3%	.	-4%	-1%	-3%	0.0%	-2%	0.0%

High-throughput results from PubChem.
